Assay outcomes from PubChem BioAssay.
S100A4 MyoIIA: S100A4-myosin IIA interaction inhibition; P26447; S100A4/TAMRA-MyoIIA peptide fluorescence polarization; inhibition, % at 10.7 µM; actives 0.14% (n = 360,000); AID 652163;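 active = mean inhibition of at least 70% across replicates, with every replicate also reaching that level; inconclusive = mean inhibition reaches 70% but some replicates fall short; inactive = mean inhibition below 70%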
Target sequence (P26447 whole entry, looked up): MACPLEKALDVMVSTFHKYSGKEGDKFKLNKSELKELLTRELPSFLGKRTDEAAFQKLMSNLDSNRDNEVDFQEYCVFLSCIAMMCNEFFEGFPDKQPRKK
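incubation = readout 5 min after mixing, signal stable up to 60 min | system = S100A4 monomer protein | buffer or medium = HEPES pH 7.2 with CaCl2, KCl, NaCl, DTT, Triton | benchmarks = neutral control DMSO, positive control TFP | also added = fluorescent myosin IIA peptide, 5 nM | compound dosing = one concentration per compound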
SIRT5 block: blocks human SIRT5 desuccinylation of peptide; Q9NXA8; Purified SirT5, succinyl-peptide AMC, trypsin-coupled fluorescence; inhibition, % at 15 µM; actives 1.1% (n = 330,000); AID 652115; in the data active = inhibition above about 15%; inconclusive = no clear call, values can overlap the other calls
Target sequence (Q9NXA8 whole entry, looked up): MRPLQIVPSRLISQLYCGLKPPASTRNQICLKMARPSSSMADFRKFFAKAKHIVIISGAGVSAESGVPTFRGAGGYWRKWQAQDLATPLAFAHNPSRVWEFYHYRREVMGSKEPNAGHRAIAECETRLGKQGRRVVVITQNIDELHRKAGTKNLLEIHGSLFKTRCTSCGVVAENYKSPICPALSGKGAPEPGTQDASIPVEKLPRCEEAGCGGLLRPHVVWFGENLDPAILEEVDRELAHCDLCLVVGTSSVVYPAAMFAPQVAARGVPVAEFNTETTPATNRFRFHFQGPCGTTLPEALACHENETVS
PglD DTNB: inhibitors of Campylobacter jejuni PglD acetyltransferase; actives 0.098% (n = 360,000); AID 602405; purified PglD enzyme, DTNB colorimetric CoA detection; inhibition, % at 12.5 µM; in the data active = inhibition above about 16%, passing the limit was not always enough; inconclusive = no clear call, values can overlap the other calls; also: strong numbers were not always called active
C2C12 statin: protects C2C12 myotubes from simvastatin toxicity; ATP luminescence, 48 h; scaled: DMSO 0, geranylgeraniol control 100; rescue of ATP level, % at 7.49 µM; actives 0.78% (n = 330,000); AID 602340;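 active = mean ATP rescue above about 67%, or every replicate alone reaching that limit, limit read from the data, passing the limit was not always enough; inconclusive = no clear call, values can overlap the other calls; inactive = mean under the limit and some replicate under it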;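 also: myotubes were challenged with 10 µM simvastatin during compound exposure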
E-sel inducer: E-selectin induction on HUVECs. P16581. HUVEC E-selectin immunofluorescence imaging; normalized: neutral wells 0, TNF-alpha wells 100. activation, % at 7.58 µM. actives 0.37% (n = 260,000);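 active = mean E-selectin-positive cell signal at least 10% of the positive control, reached in at least 60% of replicates, without over 20% cell loss; inconclusive = no rule given, readout overlaps actives, possibly toxicity-flagged; inactive = the rest, including those meeting only one limit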;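 also: in these data hits start at about 27%; measured in HUVEC primary endothelial cells; signal is the percent of cells scored E-selectin positive by PE staining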
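material = human umbilical vein endothelial cells (HUVEC), E-selectin induction | quantity = 3,000 cells/well | medium = EGM-2 growth medium on 0.1% gelatin-coated wells | technique = immunofluorescence imaging | read-out basis = % PE-positive cells | control set = TNF-alpha positive control, DMSO neutral control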
DENV2 CPE: inhibitors of DENV2 cytopathic effect; actives 1.7% (n = 350,000); AID 651640; DENV2-infected cells, cytopathic effect rescue, plate reader; CPE inhibition, % at 9.99 µM; in the data active = CPE inhibition above about 20%, passing the limit was not always enough; inconclusive = no clear call, values can overlap the other calls; tested in BHK-21 cells;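 also: 0% = median of neutral control wells and 100% = median of positive control wells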
ERp5 block: ERp5 (human) disulfide isomerase inhibition. Q15084. ERp5 insulin aggregation, absorbance 650 nm, 90 min. inhibition, % at 9.99 µM. actives 0.05% (n = 350,000). AID 651711;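 active = mean replicate inhibition above about 25%, with every replicate also reaching it, limit read from the data, passing the limit was not always enough; inconclusive = only one of those two criteria met; inactive = neither criterion met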
Target sequence (Q15084 whole entry, looked up): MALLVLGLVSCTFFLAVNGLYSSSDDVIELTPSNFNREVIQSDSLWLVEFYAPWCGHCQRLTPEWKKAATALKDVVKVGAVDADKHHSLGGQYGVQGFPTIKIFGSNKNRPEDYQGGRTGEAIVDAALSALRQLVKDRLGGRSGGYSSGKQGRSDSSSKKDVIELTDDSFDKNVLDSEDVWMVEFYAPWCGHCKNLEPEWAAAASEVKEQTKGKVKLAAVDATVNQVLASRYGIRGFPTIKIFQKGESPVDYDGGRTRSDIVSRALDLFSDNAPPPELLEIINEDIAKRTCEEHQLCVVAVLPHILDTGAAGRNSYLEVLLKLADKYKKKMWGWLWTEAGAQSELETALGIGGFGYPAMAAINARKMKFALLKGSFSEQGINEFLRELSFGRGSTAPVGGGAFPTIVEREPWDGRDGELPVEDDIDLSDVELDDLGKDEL
The depositor's hits bear a star; ? = inconclusive; nt = no result given. These rows are one share of the data; rates above refer to the full screens.

SMILES	S100A4 MyoIIA	SIRT5 block	PglD DTNB	C2C12 statin	E-sel inducer	DENV2 CPE	ERp5 block
[N-]=[N+]=Nc1ccccc1C[C@@]1(C(=O)NCCN2CCOCC2)N=C(c2ccc(OCCCO)cc2)O[C@@H]1c1ccccc1	2	-1	-3	nt	nt	-2	4
CC(C)NC(=O)Nc1ccc2c(c1)CC(=O)N([C@@H](C)CO)C[C@@H](C)[C@@H](CN(C)CC1CCCCC1)O2	-3	5	9	-8	0.0	-6	-3
CC(=O)NCCC1CCN(C(=O)c2cc(COc3ccc(C)nc3)on2)CC1	16	-4	3	14	0.0	-1	-6
CC(=O)Nc1cccc(-c2ccnc3c2CC(C)(C(=O)NCCN(C)C)O3)c1 (centres undefined)	4	-3	-3	-2	-0.2	-1	-1
CCc1nc2ccc(C(=O)Nc3cccc(NS(C)(=O)=O)c3)cn2c1N(C)Cc1nccn1C	2	nt	-2	25	0.0	15	1
CCCC(=O)N1CCC2(CC1)CN(S(=O)(=O)c1ccc(C)cc1)[C@@H](CO)c1[nH]c3cc(OC)ccc3c12	0	-2	nt	nt	0.1	-1	nt
Cc1cc(C)nc(Oc2ccc(Br)cc2Br)n1	-1	-1	nt	9	nt	5	-5
CC(C)(Oc1ccc(Cl)cc1)C(=O)NCc1n[nH]c(=O)c2ccccc12	-2	-1	-2	8	-0.1	-3	1
CCOc1cc(CNS(=O)(=O)c2ccc3c(c2)CC(=O)N3C)cc(OCC)c1OCC	5	-1	0	-6	nt	1	-12
COCCN1C(=O)N[C@@H](c2ccccc2)[C@H](C(=O)OC)[C@H]1C	-1	nt	1	10	-0.2	-8	-2
Cc1cccc(-n2nc(C(=O)c3ccco3)cc(-c3nc4ccccc4[nH]3)c2=N)c1	0	-4	-117	-24	nt	7	4
COc1ccc(/C=N/NC(=O)CCn2nc(C)cc2C)cc1	1	-1	-4	-4	0.0	3	2
COC(=O)c1cccc(Oc2nc3c(c(=O)n(C)c(=O)n3C)n2Cc2ccc(C)cc2)c1	0	nt	-3	0	-1.0	2	8
CCOC(=O)N1CCN(C(=O)/C(=C/c2ccc(N(C)C)cc2)NC(=O)c2ccccc2)CC1	6	0	-10	6	-0.3	0	-13
Cc1cccc(C(=O)NCC(c2ccco2)N2CCc3ccccc32)c1 (centres undefined)	-10	0	-1	19	?	10	5
CNC[C@H]1Oc2ccc(NC(=O)c3ccncc3)cc2C(=O)N([C@@H](C)CO)C[C@H]1C	7	nt	-1	1	nt	1	4
CCOC(=O)N1CCN(C(=S)NC(=O)c2cccc(OC)c2)CC1	1	-2	-2	3	-0.6	10	17
Cc1noc(C)c1S(=O)(=O)Nc1ccc2c(c1)C(=O)N([C@@H](C)CO)C[C@@H](C)[C@@H](CN(C)S(C)(=O)=O)O2	-27	-3	-2	nt	-5.0	12	14
CC1(Oc2ccc3ccccc3c2)CCN(Cc2ccc(OC(F)(F)F)cc2)C1 (centres undefined)	-4	-2	-3	-1	-0.1	-3	-2
COc1ccc(CC(=O)O/N=C(\N)c2ccc(C)cc2)cc1	-7	nt	0	nt	0.1	0	8
O=C(O)C1(c2ccccc2)CCN(S(=O)(=O)c2cccs2)CC1	4	-3	nt	-5	0.1	?	1
Cc1ccc(S(=O)(=O)N(C)C[C@H]2Oc3c(NC(=O)C4CCCCC4)cccc3C(=O)N([C@@H](C)CO)C[C@@H]2C)cc1	6	4	12	21	nt	-5	-4
Cc1noc(-c2ccc(Cl)cc2)c1C(=O)O/N=C(\N)c1ccc(C(C)(C)C)cc1	-1	-8	nt	nt	nt	3	nt
CC(C)OCCCNC(=O)C1CC(=O)N(CCc2ccc(F)cc2)C1 (centres undefined)	-8	-5	-5	0	-0.7	1	0
O=C(C[C@@H]1CC[C@@H]2[C@H](COC[C@H](O)CN2Cc2cc(F)cc(F)c2)O1)NC1CCC1	-3	3	4	10	0.0	4	-2

Additional compounds:
SMILES	S100A4 MyoIIA	SIRT5 block	PglD DTNB	C2C12 statin	E-sel inducer	DENV2 CPE	ERp5 block
COC(=O)CCNC(=O)Cn1cnc2sc3c(c2c1=O)CCCC3	-2	2	nt	5	nt	-7	2
COc1cccc(-c2cnc3c(NC(C)=O)cc(-c4cc(F)ccc4OC)cn23)c1	21	0	-2	-55	4.0	-4	-12
Cc1noc(C)c1S(=O)(=O)N1CCCC1C(=O)NC(C)(C)C (centres undefined)	3	-3	-6	-6	nt	1	4
Cc1nc2ccc(C(=O)N3c4ccccc4CC3C)cc2s1 (centres undefined)	-1	-7	1	-4	1.9	1	-7
C[C@H](CO)N1C[C@H](C)[C@@H](CN(C)CC2CCCCC2)Oc2ccc(NS(=O)(=O)c3cccs3)cc2CC1=O	2	11	1	23	-0.1	-3	-1
COc1ccc(NC(=O)NCCCCc2ccccc2)c(OC)c1	0	-1	2	nt	nt	9	3
C[C@H](CO)N1C[C@H](C)[C@@H](CN(C)C(=O)C2CCC2)Oc2ncc(C#Cc3cccc(F)c3)cc2C1=O	2	2	-6	?	0.5	3	6
CC(C)NC(=O)C1(C)CCCCN1Cc1cccc(C(F)(F)F)c1 (centres undefined)	-1	-1	-1	2	-1.1	2	2
COc1ccccc1NC(=O)N1CC[C@@H]2[C@H]1c1cc(-c3ccc(F)cc3)ccc1N(C)[C@@H]2CO	10	0	2	26	-0.7	4	-3
Cc1ccc(NC(=O)CC(NCC2CCCO2)C(=O)O)cc1C (centres undefined)	0	1	-2	5	nt	4	-4
Cc1ccc(C(=O)CSc2nc3ccccc3c(=O)[nH]2)cc1C	9	-3	nt	0	nt	4	0
Cc1onc(-c2c(F)cccc2Cl)c1C(=O)Nc1cccc(S(=O)(=O)N2CCCCC2)c1	-10	-3	nt	nt	-2.4	4	5
COc1ccc(-c2cc(C(F)(F)F)nc(SCC(=O)Nc3ccc4c(c3)OCO4)n2)cc1OC	-3	0	-2	nt	nt	-3	-3
c1ccc(CNc2nc3ccccc3n3cnnc23)cc1	-5	-4	2	6	0.2	1	4
CO[C@@H]1CN(C)C(=O)c2cc(NC(=O)NC(C)C)ccc2OC[C@H](C)N(Cc2ccccc2)C[C@@H]1C	-12	7	1	9	-0.1	4	-9
COc1ccc(OCC(=O)Nc2ccc(N3CCOCC3)cc2)c([N+](=O)[O-])c1	2	-1	nt	nt	6.9	-5	0
C[C@H]1CN([C@@H](C)CO)C(=O)c2cc(/C=C/c3ccccc3)cnc2O[C@@H]1CN(C)Cc1ccc2c(c1)OCO2	3	0	-10	-1	0.1	-20	-1
CC1CCCN(C(=O)CCNS(=O)(=O)c2ccc3c(c2)c(=O)n(C)c(=O)n3C)C1 (centres undefined)	0	-3	-15	1	nt	1	2
O=C(C[C@H]1C=C[C@@H](NC(=O)c2ccncc2)[C@H](CO)O1)Nc1ccc(-c2ccccc2)cc1	6	-1	-1	-14	0.2	10	3
CCn1cc(C(=O)Nc2ccc(Oc3cccnc3)cc2)c2ccccc21	4	nt	nt	nt	2.0	-5	1
C[C@H]1CN([C@@H](C)CO)C(=O)c2cc(NC(=O)c3ccncc3)ccc2O[C@H]1CN(C)C(=O)Nc1ccc2c(c1)OCO2	-43	-4	0	-27	-14	5	-2
CCOC(=O)C1=CCN(S(=O)(=O)c2ccc(C)cc2)C1c1ccc(Cl)cc1 (centres undefined)	-2	-3	5	-4	-0.1	4	0
CC(C)NC(=O)N1[C@@H]2CN(C(=O)C3CC3)c3ccccc3[C@@H]2[C@@H]1CO	50	-3	-2	-11	-0.2	15	2
O=C(CNC(=O)CNC(=O)c1ccc(Cl)cc1Cl)NCc1cccc(Cl)c1	1	0	1	2	nt	-6	-7
CN1C(=O)c2cc(NC(=O)C3CCOCC3)ccc2OC[C@@H]2O[C@H](CC(=O)NCCc3ccncc3)CC[C@@H]21	5	0	0	-4	0.0	7	1

Later entries
SMILES	S100A4 MyoIIA	SIRT5 block	PglD DTNB	C2C12 statin	E-sel inducer	DENV2 CPE	ERp5 block
O=C(C[C@@H]1CC[C@H]2[C@@H](COC[C@H](O)CN2Cc2ccc3c(c2)OCO3)O1)Nc1ccc(-c2ccccc2)cc1	12	8	-2	7	-0.1	2	-4
O=C(CCN1CCCCC1)N/N=C/c1ccc(Br)cc1	-4	0	nt	nt	nt	0	-10
Cn1c2ccccc2c2cc([N+](=O)[O-])ccc21	-1	-1	nt	-8	0.0	5	-1
CO[C@@H]1CN(C)C(=O)c2cc(NS(=O)(=O)c3cn(C)cn3)ccc2OC[C@@H](C)N(C)C[C@@H]1C	nt	nt	1	-2	0.3	nt	nt
CN1CCN(S(=O)(=O)c2ccccc2)C(c2ccccc2)C1 (centres undefined)	1	-1	0	-5	nt	7	4
CCCCc1c(C)nc2ccc(Br)cc2c1SC(N)N	14	8	nt	nt	5.9	nt	-2
O=C1COC(c2ccccc2)=CN1Cc1ccccc1	-3	-1	2	15	-0.1	-19	0
COc1ccc2[nH]cc(C(=O)CCl)c2c1	-15	-3	5	-31	nt	-5	9
C[C@@H]1CN([C@H](C)CO)C(=O)c2cc(C#Cc3ccccc3)cnc2O[C@@H]1CN(C)C(=O)CCN1CCCCC1	2	4	0	3	-0.2	-7	-1
C=CC[C@@H](Cc1ccc(F)cc1)C(=O)OC[C@@H]1CCCN1C(=O)[C@H](CC=C)CC(=O)NCCO	-2	-5	0	7	0.1	1	-2
COc1ccc(CNC(=O)CSc2nnc(NC(=O)C3CC3)s2)cc1	1	-1	-4	-3	nt	0	-2
Cc1cc2oc(C(=O)N(Cc3ccccc3)c3ccccn3)cc(=O)c2cc1Cl	-5	-2	2	nt	12	7	4
COc1ccccc1-c1coc2cc(OC(=O)N3CCOCC3)ccc2c1=O	-4	-3	2	3	-0.1	1	3
COc1ccccc1CNC(=O)C1CCCN(S(=O)(=O)c2cccs2)C1 (centres undefined)	2	0	4	-6	nt	0	15
O=C1NC[C@@H](CCCCN2C[C@H](Cc3ccc(O)cc3)N(CC3CCCCC3)C(=O)C2=O)N(CCc2ccccc2)C1=O	-3	0	nt	nt	0.0	-10	-11
Cc1ccn2cc(-c3cccc(S(=O)(=O)N4CCCC4)c3)nc2c1	11	2	0	-42	nt	2	0
O=C(NCC1(N2CCCCC2)CCCCC1)c1cccc(NS(=O)(=O)c2ccccc2)c1	-6	0	2	9	-0.1	0	0
O=C(C[C@H]1CC[C@H](NS(=O)(=O)c2ccccc2)[C@H](CO)O1)NCc1ccc(Cl)c(Cl)c1	5	-3	0	7	0.2	-2	-3
COCCNC(=O)C[C@@H]1C[C@H]2c3cc(NC(=O)CN(C)C)ccc3O[C@H]2[C@H](CO)O1	3	-1	-1	2	-0.1	nt	1
O=C(C[C@H]1CC[C@@H](NS(=O)(=O)c2ccc(F)cc2)[C@H](CO)O1)NCc1ccncn1	-4	0	0	-3	-1.2	-11	0
Cn1c(CNC(=O)CNS(=O)(=O)c2ccc(F)cc2F)cc(=O)n(C)c1=O	2	-2	-3	-1	nt	-4	20

Limited to SIRT5 block, ERp5 block and C2C12 statin (five entries from above):
smiles | SIRT5 block | ERp5 block | C2C12 statin
O=C(NCC1(N2CCCCC2)CCCCC1)c1cccc(NS(=O)(=O)c2ccccc2)c1 | 0 | 0 | 9
Cn1c2ccccc2c2cc([N+](=O)[O-])ccc21 | -1 | -1 | -8
COc1ccccc1-c1coc2cc(OC(=O)N3CCOCC3)ccc2c1=O | -3 | 3 | 3
C=CC[C@@H](Cc1ccc(F)cc1)C(=O)OC[C@@H]1CCCN1C(=O)[C@H](CC=C)CC(=O)NCCO | -5 | -2 | 7
O=C(C[C@H]1CC[C@@H](NS(=O)(=O)c2ccc(F)cc2)[C@H](CO)O1)NCc1ccncn1 | 0 | 0 | -3
